NOD1 NF-kB reporter – inhibition of NOD1-driven NF-kB reporter – cell-based, luminescence, uHTS, primary screen (AID 1578); 1% of 290,000 active; NOD1-driven NF-kB luciferase reporter cells, luminescence; higher % means a stronger effect; inhibition, % at 4 µM; hits with a dose series show EC50 in µM; in the data active means inhibition mostly above about 36%, no sharp cut-off; inactive means mostly below about 34%;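 further: HEK-293T reporter cells stimulated with the NOD1 agonist gamma-tri-DAP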
HEK293 NOD2/NF-kB – inhibition of NOD2-driven NF-kB reporter – cell-based, luminescence, uHTS, HEK293 (AID 1566); inhibition, % at 4 µM, or EC50 in µM where a hit was titrated; HEK293 NOD2/NF-kB luciferase reporter, luminescence; higher % means a stronger effect; 0.63% of 290,000 active; further: many of its hits are not listed in these tables
Dynein transport – dynein cargo transport inhibition; z-score, hits read low; 3617.4 mouse cells, GR-EGFP nuclear translocation imaging; test concentration mostly 20 µM; stimulated with dexamethasone, 1 µM; active compounds read low; 0.47% of 220,000 active;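 active means plate z-score of nuclear minus cytoplasmic receptor signal below a set negative limit, without overly bright fluorescence or cell loss, cut at about -3.5 in these data, passing the limit was not always enough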;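 further: z-score of nuclear minus cytoplasmic ring GR-EGFP intensity difference per well; some compounds called inactive have numbers as strong as hits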
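Medium: Induction medium lacking tetracycline, stripped serum | Probe or stimulus: 1.0 µM final dexamethasone stimulus | Schedule: 48 h induction, then 1 h compound, then 30 min agonist, 37 °C | Signal: Automated 10x imaging of fixed Hoechst-stained cells | Evaluation: Per-cell GR-EGFP intensity, nucleus versus surrounding cytoplasmic ring, well-averaged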
GPR55 beta-arrestin – GPR55 agonists via beta-arrestin recruitment, primary screen, imaging, U2OS cells, beta-arrestin-GFP redistribution (AID 1961); U2OS GPR55 beta-arrestin-GFP redistribution imaging; higher % means a stronger effect; one-dose activation, % at 10 µM; EC50 in µM for titrated hits; 0.048% of 290,000 active;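 active means activation above 40% with more than 50 cells counted in the well; inconclusive means wells holding fewer than 50 cells, flagged as toxic or sparse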;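 further: U2OS osteosarcoma cells stably expressing GPR55 and beta-arrestin-GFP; plate controls were DMSO negative control for no effect and LPI positive control for full effect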
P. falciparum M17LAP – P. falciparum M17LAP inhibitors, primary screen, biochemical, fluorogenic H-Leu-NHMec substrate, 1536-well (AID 1619); 0.38% of 220,000 active; one-dose inhibition, % at 30 µM; IC50 in µM for titrated hits; recombinant M17LAP, H-Leu-NHMec fluorogenic kinetic assay; higher % means a stronger effect;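 active means compound inhibiting the enzyme by more than half at any dose during confirmatory dose-response retesting; inconclusive means strong single-dose inhibitors picked by rank but not retested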;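 further: plate controls were full reaction with DMSO carrier for no effect and no enzyme background for full effect; strong numbers were not always called active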
KOR beta-arrestin-1 – KOR agonists, beta-arrestin recruitment, primary screen, cell-based, luminescence, uHTS (AID 1777) | KOR beta-arrestin recruitment, luminescence; higher % means a stronger effect | activation, % at 10 µM; hits with a dose series show EC50 in µM | 0.02% of 280,000 active; in the data active means activation above about 50%, passing the limit was not always enough; further: a part of the inactive calls stands beside numbers as strong as those of hits
KOR beta-arrestin-2 – KOR antagonists, beta-arrestin recruitment, cell-based, luminescence, uHTS (AID 1778); KOR beta-arrestin recruitment, luminescence, antagonist mode; higher % means a stronger effect; 0.091% of 290,000 active; inhibition, % at 10 µM; hits with a dose series show IC50 in µM; further: strong numbers were not always called active
M1AAP inhibition – P. falciparum M1AAP inhibitors, biochemical, fluorogenic H-Leu-NHMec substrate, 1536-well (AID 1445); recombinant M1AAP, H-Leu-NHMec fluorogenic kinetic assay; higher % means a stronger effect; inhibition, % at 30 µM; hits with a dose series show IC50 in µM; 0.42% of 220,000 active;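 active means primary inhibition above the hit cutoff, then over 50% inhibition at one or more dose response concentrations, cut at about 23% in these data, passing the limit was not always enough; inconclusive means conflicting primary data, or primary hits not chosen for dose response; inactive means low primary inhibition, or under 50% at every dose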;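 further: plate controls were DMSO full reaction for no effect and no enzyme background for full effect; strong numbers were not always called active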
AID2073 – disruptors of CaV2.2 binding to Mint1 – biochemical, HTRF (AID 2073) | HTRF protein-protein interaction, Mint1-CaV2.2; higher % means a stronger effect | 0.19% of 290,000 active | inhibition, % at 20 µM, or IC50 in µM where a hit was titrated; in the data active means inhibition mostly above about 51%, no sharp cut-off; inconclusive means no clear call, values can overlap the other calls; inactive means mostly below about 53%; further: some results filed as inactive read as strong as hits
Dynein transport cytoplasmic EGFP – second read-out of Dynein transport, no call of its own (marks repeat the call); z-score; measured here: cytoplasmic GR-EGFP intensity; active compounds read high
Dynein transport nuclear GR-EGFP – recorded beside Dynein transport, whose call it bears; z-score; measured here: nuclear GR-EGFP intensity;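 lower value marks the stronger effect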
Dynein transport cell count – also measured in Dynein transport; calls as there; z-score; measured here: cell count per field
* = called active by the depositor; ? = inconclusive; . = not tested or not shown; [ ] = remark or other dose. Unless noted, no stated cut-off is given here; in the data, active means inhibition above about 50%; inactive means the rest. A portion of the library; the hit share may differ from the screen's.

SMILES	NOD1 NF-kB reporter	HEK293 NOD2/NF-kB	Dynein transport	Dynein transport cytoplasmic EGFP	Dynein transport nuclear GR-EGFP	Dynein transport cell count	GPR55 beta-arrestin	P. falciparum M17LAP	KOR beta-arrestin-1	KOR beta-arrestin-2	M1AAP inhibition	AID2073
Cc1cccc(-c2nnc(SCC(=O)O)n2Cc2ccccc2)c1	-36%	1%	.	.	.	.	1.8%	.	4.3%	-17%[20 µM]	.	47%
Cc1ccc(C)c(OCCN2C(=O)NC3(CCc4ccccc4C3)C2=O)c1 (stereo not drawn)	-32%	-15%	0.46	-0.2	-0.11	-0.7	0.0%	-8%	0.3%	-16%	1%	2%
O=C1c2cccnc2C(=O)N1Cc1ccc(S(=O)(=O)N2CCN(c3ccc(Cl)cc3)CC2)cc1	5%	15%	.	.	.	.	-0.2%	.	12%	-82%	.	18%
CCOC(=O)N1CCC(NC(=O)C2CCN(c3ccc(N4CCOCC4)nn3)CC2)CC1	-3%	1%	0.24	-0.24	-0.016	-0.14	0.2%	-33%	-3.3%	9%	12%	6%
COc1cccc(/C=N/NC(=O)Cn2nc([N+](=O)[O-])cc2C)c1	8%	-2%	0.8	-0.12	0.38	0.31	-0.1%	-3%	4.6%	2%	12%	0%
COc1ccccc1C(=O)Nc1c2c(nn1-c1ccc([N+](=O)[O-])cc1)CS(=O)(=O)C2	-23%	7%	.	.	.	.	-0.3%	.	0.4%	-6%	.	6%
COc1cccc(OCc2nc(-c3ccc(Br)o3)no2)c1	-48%	-32%	0.66	-0.28	0.18	0.068	0.4%	19%	-1.3%	0%	0%	10%
COc1ccc(OC)c(-c2nc(C)sc2CC(=O)O)c1	-9%	2%	0.99	-0.22	0.5	-0.14	-0.1%	-4%	1.2%	4%	-6%	-3%
Cc1cccc(OCC(=O)Nc2ccc3oc(=O)ccc3c2)c1C	24%	19%	.	.	.	.	0.6%	.	-2.3%	19%	.	?
CCN(CC)c1ccc(NC(=O)c2ccccc2F)cc1	-40%	-160%	-0.14	-0.25	-0.72	-0.011	0.8%	15%	-0.9%	-15%	7%	-33%
O=C(CSc1nc(-c2ccco2)cc(C(F)(F)F)n1)N1CCN(c2ccc(Cl)cc2)CC1	-8%	6%	-0.032	-0.093	-0.04	0.57	0.2%	-21%	2.1%	-11%	2%	-8%
Cc1ccc(CNC(=O)c2nc3nc(C)cc(C)n3n2)cc1	-29%	-9%	-1	-0.2	-0.34	1.5	0.3%	-2%	3.2%	-32%	-2%	9%
NS(=O)(=O)c1ccc(NC(=O)COC(=O)/C=C/c2ccc([N+](=O)[O-])cc2)cc1	-17%	11%	0.029	-0.36	0.52	-0.0093	-0.9%	3%	-5.5%	1%	7%	22%
O=C(NCc1ccco1)c1cccc(-c2nnc(-c3ccccc3)o2)c1	-52%	-56%	0.73	1	0.82	0.85	-0.1%	1%	8.9%	-22%	14%	0%
CCC(=O)Nc1nc2ccccc2n1Cc1ccccc1Cl	.	.	-0.41	-0.035	-0.076	0.67	-0.1%	1%	-6.4%	7%	-5%	4%
CCOC(=O)c1ccc2[nH]c3c(c2c1)CCCC3O (stereo not drawn)	-28%	-7%	-0.49	-0.069	-0.28	0.59	-0.1%	2%	.	-38%[20 µM]	0%	?
CC1CCC(=NNC(=O)Cc2ccccc2)CC1 (stereo not drawn)	11%	12%	-0.13	-0.23	0.048	0.015	-0.1%	11%	-2.0%	15%	-1%	46%
CC1=CC(C)(C)N(C(=O)c2ccccc2)c2ccccc21	8%	3%	-0.58	-0.18	-0.23	0.34	-0.2%	-5%	4.4%	-12%	6%	1%
COCCn1nnnc1C(c1cc2cc(C)cc(C)c2[nH]c1=O)N1CCN(c2ccccc2F)CC1 (stereo not drawn)	.	3%	-0.23	-0.16	0.14	-0.35	-0.1%	7%	-1.8%	26%	0%	10%
CCOC(=O)CCc1c(C)nc(SCCCn2c(=O)[nH]c3ccccc32)c(C#N)c1C	-8%	5%	-1.4	0.019	-0.53	0.11	-0.1%	-5%	-3.7%	32%	1%	12%

Next section; the last 3 above are carried over.
SMILES	NOD1 NF-kB reporter	HEK293 NOD2/NF-kB	Dynein transport	Dynein transport cytoplasmic EGFP	Dynein transport nuclear GR-EGFP	Dynein transport cell count	GPR55 beta-arrestin	P. falciparum M17LAP	KOR beta-arrestin-1	KOR beta-arrestin-2	M1AAP inhibition	AID2073
CC1=CC(C)(C)N(C(=O)c2ccccc2)c2ccccc21	8%	3%	-0.58	-0.18	-0.23	0.34	-0.2%	-5%	4.4%	-12%	6%	1%
COCCn1nnnc1C(c1cc2cc(C)cc(C)c2[nH]c1=O)N1CCN(c2ccccc2F)CC1 (stereo not drawn)	.	3%	-0.23	-0.16	0.14	-0.35	-0.1%	7%	-1.8%	26%	0%	10%
CCOC(=O)CCc1c(C)nc(SCCCn2c(=O)[nH]c3ccccc32)c(C#N)c1C	-8%	5%	-1.4	0.019	-0.53	0.11	-0.1%	-5%	-3.7%	32%	1%	12%
CC1CCN(c2nc(-c3ccco3)c3c(c2C#N)CC(C)(C)OC3)CC1	3%	21%	-2.3	0.19	-0.97	-0.083	-0.2%	27%	1.7%	12%	6%	38%
CC(C)(C)c1cc2nc(N)nc(N)n2n1	-8%	-3%	0.38	-0.24	0.25	-0.58	0.3%	-5%	0.6%	23%	3%	-2%
O=C(Nc1nc2ccc(SC(F)F)cc2s1)c1ccc(NS(=O)(=O)c2ccc(F)c(F)c2)cc1	10%	-71%	-0.29	-0.25	-0.081	0.65	0.6%	11%	0.8%	.	3%	27%
CC(OC(=O)c1ccncc1)C(=O)Nc1cc(S(=O)(=O)N2CCCCC2)ccc1Cl (stereo not drawn)	3%	9%	0.74	-0.012	0.62	-0.082	0.1%	-10%	-3.8%	7%	2%	8%
CCOC(=O)c1csc(NC(=O)CSc2nnnn2CC)n1	-13%	6%	-0.73	-0.17	-0.36	0.77	-0.2%	-7%	-2.2%	-3%	7%	0%
O=C(NCCCN1CCN(c2ccccc2F)CC1)Nc1ccccc1[N+](=O)[O-]	-28%	4%	0.37	-0.29	-0.21	-0.31	0.2%	0%	-1.1%	1%	3%	-6%
Cn1c(=O)c2c(nc(Sc3ncccn3)n2Cc2ccccc2Cl)n(C)c1=O	4%	-2%	-0.08	-0.24	0.57	0.98	0.2%	-7%	2.7%	-22%	6%	8%
CN(C)c1oc(/C=C/c2cccs2)nc1S(=O)(=O)c1ccccc1	32%	9%	.	.	.	.	-0.1%	.	1.9%	-11%	.	3%
CC1CCN(C(=O)CN(C2CCCCC2)S(C)(=O)=O)CC1	9%	12%	0.82	-0.15	0.33	0.57	0.2%	2%	-3.0%	-22%	2%	2%
O=C(O)c1ccc(Nc2ncc([N+](=O)[O-])cc2[N+](=O)[O-])cc1	-24%	-2%	0.97	-0.11	0.9	-1.6	-0.1%	46%	-5.4%	-20%	13%	-4%
C[N+]1(CCOC(=O)C2(c3ccccc3)CCCC2)CCCCC1	-45%	3%	-0.56	-0.34	-0.47	0.65	-0.6%	5%	-2.8%	-13%	13%	1%
CC(C)(C)NCCCCOc1ccc(F)cc1	-11%	-12%	-0.81	-0.21	-0.47	0.13	-0.2%	-5%	-0.4%	-5%	-2%	-5%
CS(=O)(=O)c1ccc2nc(NC(=O)C3CCCCC3)sc2c1	-5%	-6%	-0.57	-0.18	0.17	0.24	-0.2%	-2%	-1.7%	10%	6%	-3%
O=C(CSC1=NCCS1)Nc1ccnc2ccccc12	46%	43%	-0.021	-0.16	0.59	0.26	-0.1%	-6%	1.7%	-15%	4%	-4%
O=C(COc1ccccc1[N+](=O)[O-])N/N=C/c1cccc(OC(=O)c2ccc3c(c2)OCO3)c1	-21%	-38%	-0.24	-0.17	-0.26	-0.66	0.2%	14%	-1.5%	-8%	-3%	11%
COc1ccc(C(C)NC(=O)C2CCCC2)cc1 (stereo not drawn)	-29%	7%	.	.	.	.	-0.4%	.	-2.7%	-35%[20 µM]	.	-1%
O=C(CNC(=O)C12CC3CC(CC(C3)C1)C2)N/N=C\c1ccccn1	-52%	13%	-0.34	-0.18	0.018	0.5	0.2%	1%	-6.6%	-34%	1%	19%
Cc1cc2nc(-c3cccc(NC(=O)c4ccc(Br)o4)c3C)oc2cc1C	2%	20%	1.8	-0.19	1	-0.93	0.7%	7%	-3.4%	-15%	0%	5%
Cc1ccc(C2CC(c3ccccc3)=NN2c2ccccc2)o1 (stereo not drawn)	2%	19%	-0.36	-0.29	-0.27	-0.35	0.4%	23%	0.8%	22%	16%	18%
COc1cc(-c2nc(CCNC(=O)c3ccco3)cs2)cc(OC)c1OC	0%	12%	.	.	.	.	-0.1%	.	3.5%	-8%	.	23%
C=CCc1ccc(OCCCOc2ccc(C(=O)O)cc2)c(OC)c1	12%	-3%	-0.42	-0.15	0.35	-0.029	0.2%	0%	0.7%	-24%	2%	4%
O=C(O)c1cc(-c2ccncc2)nc2ccc(S(=O)(=O)N3CCOCC3)cc12	15%	10%	1.4	-0.12	1	-1.5	1.0%	6%	-3.0%	6%	4%	10%
O=C(COc1ccc(S(=O)(=O)NCc2ccccc2)cc1Cl)NCC1CCCO1 (stereo not drawn)	4%	-8%	-0.59	-0.23	-0.1	0.054	0.2%	2%	5.6%	-38%	-1%	-9%
CCS(=O)(=O)n1nc(-c2ccc(Cl)cc2)nc1SC	-20%	-61%	0.9	-0.21	1.3	-0.54	0.0%	2%	-0.3%	8%	-8%	6%
Nc1nc(-c2cc(-c3ccccc3)no2)cs1	-20%	-136%	.	.	.	.	-0.1%	.	-0.9%	-10%	.	10%
O=C(NC1CCCC1)c1cc(-c2ccccc2)nc2ccccc12	-11%	0%	.	.	.	.	0.3%	.	0.8%	5%	.	8%
Cc1ccc(-c2nc(C#N)c(N3CCC(C)CC3)o2)cc1	4%	8%	.	.	.	.	0.0%	.	0.4%	0%	.	11%
CCCCN1C(=O)CC(Nc2ccc(CC)cc2)C1=O (stereo not drawn)	-38%	-24%	-0.44	-0.21	-0.55	0.61	-0.1%	10%	-0.7%	16%	1%	-6%

Source: PubChem BioAssay
